Source: PubChem
RAD54 inh – blocks human RAD54 Holliday junction branch migration | 0.14% of 360,000 active | FAM/BHQ fluorescence | inhibition, % at 10.4 µM | Q92698 | AID 602329;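 active = mean normalized replicate activity at least 40 and at least half of replicates scoring 40 or more; inconclusive = only one of the two criteria met; inactive = mean below 40 and under half of replicates reaching 40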;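 also: 0% = median of neutral control wells and 100% = median of positive control wells; inhibitors cause a drop in the FAM fluorescence signal; in these data hits start at about 50%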
Target sequence (Q92698 whole entry, looked up): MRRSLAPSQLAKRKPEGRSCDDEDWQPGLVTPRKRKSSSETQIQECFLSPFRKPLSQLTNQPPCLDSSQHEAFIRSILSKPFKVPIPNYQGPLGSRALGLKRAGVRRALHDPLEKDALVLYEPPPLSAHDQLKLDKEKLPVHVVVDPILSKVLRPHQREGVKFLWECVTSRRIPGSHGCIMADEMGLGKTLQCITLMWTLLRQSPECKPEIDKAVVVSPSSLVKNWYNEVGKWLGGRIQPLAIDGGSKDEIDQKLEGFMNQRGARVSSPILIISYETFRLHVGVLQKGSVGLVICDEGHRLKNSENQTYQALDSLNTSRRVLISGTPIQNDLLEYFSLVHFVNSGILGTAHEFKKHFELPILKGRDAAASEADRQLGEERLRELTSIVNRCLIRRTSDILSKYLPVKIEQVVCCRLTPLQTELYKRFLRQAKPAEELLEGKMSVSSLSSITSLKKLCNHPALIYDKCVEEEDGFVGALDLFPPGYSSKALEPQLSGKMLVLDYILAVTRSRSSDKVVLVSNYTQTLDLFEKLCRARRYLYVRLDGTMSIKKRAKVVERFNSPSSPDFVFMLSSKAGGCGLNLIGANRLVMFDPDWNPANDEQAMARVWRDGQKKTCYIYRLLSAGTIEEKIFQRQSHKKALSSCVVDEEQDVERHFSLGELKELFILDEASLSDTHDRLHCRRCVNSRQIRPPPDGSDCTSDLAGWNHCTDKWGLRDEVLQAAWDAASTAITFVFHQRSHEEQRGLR
esBAF inh – SWI/SNF esBAF complex inhibition; mouse ES cells, Bmi1-luciferase knock-in reporter, 24 h; 100% = twice the neutral-well signal; reporter increase, % at 12.5 µM; 2% of 350,000 active; AID 602393; in the data active = activation above about 40%; inconclusive = no clear call, values can overlap the other calls;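 also: 0% = median of the plate's neutral control wells and 100% = double that signal; a rise in the Bmi1 reporter signal indicates esBAF inhibition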
ARNT TACC3 PPI – ARNT/TACC3 interaction disruption | Q9Y6A5 | inhibition, % at 9.99 µM | AlphaScreen His-ARNT PAS-B/GST-TACC3 binding, luminescence; TACC3 fragment carries E629A point mutation | 0.66% of 390,000 active;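 active = mean inhibition of replicates at least 50% and at least half of replicates each reaching 50%; inconclusive = half or more replicates reach 50% but mean below 50%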;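 also: 0% = complete ARNT plus TACC3 wells and 100% = ARNT alone without TACC3; many hits fall short of the cut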
An asterisk follows results filed as active; ? = inconclusive.

The opening 4 records as a preview:
SMILES | RAD54 inh | esBAF inh | ARNT TACC3 PPI
Cc1ccc(NC(=O)CCc2c(C)nc3ncnn3c2C)cc1 | -3 | -9 | -7
Cc1ccc2oc(=O)cc(CN3CCC(C)CC3)c2c1 | -5 | 11 | 1
O=C(C1CCN(Cc2cc(Cl)ccc2O)CC1)N1CCN(Cc2ccccc2)CC1 | 1 | -11 | -8
COc1ccccc1-n1c(SCC(=O)N2CCCCC2)nc2cccnc21 | -6 | 2 | -2

Main list, from the first entry:
SMILES | RAD54 inh | esBAF inh | ARNT TACC3 PPI
Cc1ccc(NC(=O)CCc2c(C)nc3ncnn3c2C)cc1 | -3 | -9 | -7
Cc1ccc2oc(=O)cc(CN3CCC(C)CC3)c2c1 | -5 | 11 | 1
O=C(C1CCN(Cc2cc(Cl)ccc2O)CC1)N1CCN(Cc2ccccc2)CC1 | 1 | -11 | -8
COc1ccccc1-n1c(SCC(=O)N2CCCCC2)nc2cccnc21 | -6 | 2 | -2
COc1cccc(C2CC(C(F)(F)F)n3ncc(C(=O)NCC4CCCO4)c3N2)c1 (stereo unspecified) | -7 | -5 | -3
Cc1c(N=C2NC(=O)C(CC(=O)Nc3ccc(Cl)cc3)S2)c(=O)n(-c2ccccc2)n1C (stereo unspecified) | -1 | 5 | 2
Cc1ccc(-c2nnc(SCC(=O)N3CCN(c4ccccc4)CC3)o2)cc1 | 8 | -4 | -2
COc1ccc(CNC(=O)C2C3C=CC4(CN(Cc5cccnc5)C(=O)C24)O3)cc1 (stereo unspecified) | -2 | -9 | -1
Cn1cnnc1SC1CCCCC1NS(=O)(=O)c1ccccc1 (stereo unspecified) | -6 | 0 | -8
CCOc1cc(C(=O)Nc2cc(C)on2)cc(OCC)c1OCC | 9 | -7 | 8
CC(C)Oc1ccc(-c2cc(C(=O)NCCN3CCOCC3)c3ccccc3n2)cc1 | 3 | ? | 5
CN(Cc1ccco1)C(=O)C1CCC(=O)N1Cc1ccc(F)cc1 (stereo unspecified) | 2 | -4 | 2
CCCCSc1nc(C)c(CC(=O)OC)c(=O)[nH]1 | -2 | -9 | -4
CS(=O)(=O)N(CCc1ccccc1)CC(=O)N1CCN(c2ccc(F)cc2)CC1 | -3 | 3 | -5
CS(=O)(=O)c1cnc2c(-c3ccc(F)cc3)cnn2c1N | 0 | -2 | -10
CN1CCN(c2nc3nonc3nc2N2CCN(C)CC2)CC1 | -6 | -2 | -4
COc1cccc(C2CC(c3ccccc3Cl)n3ncnc3N2)c1 (stereo unspecified) | 5 | -1 | 0
c1ccc(-c2noc(C3CCCCC3)n2)nc1 | -12 | 1 | -17
O=C(O)c1cnn2c(C(F)F)cc(C(F)F)nc12 | 1 | -8 | -15
CCOC(=O)N1CCN(C(=O)C2c3cc(OC)c(OC)cc3C(=O)N3CCc4ccccc4C23)CC1 (stereo unspecified) | 6 | -8 | -5
Cc1ccc(S(=O)(=O)C(C#N)c2nc3ccccc3nc2N2CC(C)OC(C)C2)cc1C (stereo unspecified) | -1 | -6 | 0
COc1ccc(OC)c(S(=O)(=O)N2C(C)CCCC2C)c1 (stereo unspecified) | 1 | 7 | -8
Cc1cc(C)n(CCOc2ccc(Cl)cc2Cl)n1 | -9 | 8 | -8
COc1ccc(N2CCN(C(=O)c3ccc(-n4nc(C)cc4C)cc3)CC2)cc1 | -3 | -6 | -5
COc1cccc(-c2noc(CCC(=O)Nc3cccnc3)n2)c1 | 1 | 52* | -4

Compound profiles, as listed above:
`CC(C)Oc1ccc(-c2cc(C(=O)NCCN3CCOCC3)c3ccccc3n2)cc1` in the list: RAD54 inh = 3; esBAF inh = ?; ARNT TACC3 PPI = 5
`CN(Cc1ccco1)C(=O)C1CCC(=O)N1Cc1ccc(F)cc1` (stereo unspecified) in the list: RAD54 inh = 2; esBAF inh = -4; ARNT TACC3 PPI = 2

Remaining list, next part:
SMILES | RAD54 inh | esBAF inh | ARNT TACC3 PPI
Cc1ccc(CS(=O)(=O)CCC(=O)NCc2ccccn2)cc1 | 5 | -1 | 3
Cc1ccc(OCC(=O)Nc2cccc(O)c2)cc1C | -1 | 18 | -6
Cn1nnnc1-c1cc(Br)ccc1NC(=O)c1ccccc1 | 12 | -8 | 0
Fc1ccccc1/C=C1\CCCC2=C1Nc1nnnn1C2c1ccccc1F (stereo unspecified) | -7 | 7 | -5
Cc1ccc(-n2nc3c(c2NC(=O)c2ccc(OC(C)C)cc2)CS(=O)C3)cc1 (stereo unspecified) | 5 | -5 | -4
CCCNCc1cc(OCC)c(OCC(N)=O)cc1Br | 4 | -5 | -5
O=C(CC1N=C2c3ccccc3N=C(SCc3ccc(F)cc3)N2C1=O)NCc1ccco1 (stereo unspecified) | -4 | 10 | 5
COc1ccc(N2CCN(C(c3cccc(OC)c3OC)c3nnnn3C3CCCC3)CC2)cc1 (stereo unspecified) | 4 | -3 | 15
CC1=C(C(=O)OCCOC(C)C)C(c2cc3c(cc2Br)OCO3)C2=C(CCCC2=O)N1 (stereo unspecified) | 6 | 0 | 8
CCn1ncc(/C=N\NC(=O)c2csc3ccccc23)c1C | 0 | 24 | 4
Cc1ccc(-n2nc3c(N4CCC(C(=O)NCCc5ccccc5C)CC4)nnc(C)c3c2C)cc1 | 3 | 5 | -1
CCn1cc(/C=N/O)c(C)n1 | 4 | -7 | -6
Cc1ccc2[nH]c3c(=O)n(CCCN4CCN(C)CC4)cnc3c2c1 | 5 | -7 | -10
CCOc1c(C(=O)CC)cc2c(C)cc(=O)oc2c1C | -8 | -4 | -11
Cc1nc(SCC(=O)CC(=O)OC(C)C)c(C#N)c(C)c1C | 5 | -4 | -26
O=c1oc2ccccc2n1CCn1c2ccccc2c2nc3ccccc3nc21 | 0 | 5 | -3
O=C(Nc1ccc(Nc2ccccc2)cc1)c1ccco1 | -3 | ? | 14
Cc1cc(Cl)ccc1OCC(=O)N1CCCCC1 | -8 | 58* | 4
Cc1nnc(N2CCOCC2)c2ccccc12 | -12 | -7 | -5
CCOc1cc(/C=N\Nc2ccc([N+](=O)[O-])cc2)ccc1OCC(=O)Nc1ccc(C)c(C)c1 | -3 | -7 | 4
CCOc1ccc(-c2nnc3sc(COc4ccccc4)nn23)cc1 | 13 | 0 | -2
CC(C)(C)OC(=O)N1CCC(C(=O)O)CC1 | -8 | -11 | -4
CCCCC1CC(CSc2ncn[nH]2)OC1=O (stereo unspecified) | 11 | -6 | -6
CCOc1ccc(NC(=O)CN2CCN(CC(=O)Nc3ccc4c(c3)OCCO4)CC2)cc1 | 7 | -7 | 3
O=C1c2ccccc2C(=O)N1CC(O)CN1CCOCC1 (stereo unspecified) | -6 | -3 | 5

New compounds follow.
SMILES | RAD54 inh | esBAF inh | ARNT TACC3 PPI
Cc1cc(/C=C2\SC(=S)N(Cc3ccco3)C2=O)c(C)n1-c1cccnc1 | -10 | 43* | -7
CCc1c(C)nc2c(C#N)c(C)[nH]n2c1=O | -8 | 5 | 7
CCOC(=O)N1CCN(C(=O)c2ccc3c(=O)n(Cc4ccccc4)c(=S)[nH]c3c2)CC1 | -5 | 5 | -4
Cc1cc2nc(-c3cccc(NC(=O)c4ccc(Br)o4)c3C)oc2cc1C | -11 | -3 | -3
CCCCCn1c(=O)c(F)cn(Cc2ccc(OC)c([N+](=O)[O-])c2)c1=O | -17 | -2 | 3
CC(=O)Nc1ccc(S(=O)(=O)N(C2=NCC(C)S2)c2ccccc2)cc1 (stereo unspecified) | 4 | 3 | -4
COC(=O)c1ccc(NC(=O)Nc2ccc(F)cc2)cc1 | -2 | 60* | 7
CC1(NC(=O)COc2ccccc2-c2ccccc2)CCS(=O)(=O)C1 (stereo unspecified) | -7 | 13 | -8
CCOc1ccc(N(CC(=O)NC2CCCC2)C(=O)CCCC(=O)Nc2ccccn2)cc1 | -2 | -3 | 1
CC1CN(C(=O)c2cnn3c(C(F)F)cc(-c4ccccc4)nc23)CC(C)O1 (stereo unspecified) | -5 | 1 | -7
CCN(CC)S(=O)(=O)c1ccc(NC(=O)c2ccccn2)cc1 | -11 | 48* | 2
CCC(=O)c1cc2c(cc1NC(=O)c1ccccc1)OCCO2 | -1 | -8 | -5
Cc1ccsc1/C=N/n1cnc2sc(C)c(C)c2c1=O | 4 | 28 | 0
Cc1ccc(C(CCN)c2ccco2)cc1 (stereo unspecified) | 1 | 6 | -4
CC(C)CCn1c(SCC#N)nc2c(sc3ccccc32)c1=O | 7 | 0 | -4
CCS(=O)(=O)N1CCC(C(=O)N2CCN(c3ccccc3)CC2)CC1 | -21 | 1 | 2
COC(=O)C(NNc1ccccc1)(NC(=O)c1cccc(F)c1)C(F)(F)F (stereo unspecified) | 0 | -2 | -3
CCOC(=O)C1C(=O)C=C(c2ccc(NS(C)(=O)=O)cc2)CC1c1ccco1 (stereo unspecified) | -1 | 0 | -2
CN(C)c1nc(N/N=C\c2ccc(Cl)c([N+](=O)[O-])c2)nc(Nc2ccc(F)cc2)n1 | 8 | 17 | 7
CCCC(NC(=O)c1ccccc1)c1nc2ccccc2n1Cc1ccc(C(=O)OC)o1 (stereo unspecified) | 0 | 7 | -6
CC(=O)N(C)C1=C(O)c2ccccc2C(=O)C1=O | 2 | -4 | 11*
COc1cccc(-c2csc(N3CCN(Cc4ccccc4)CC3)n2)c1 | -1 | 7 | -20
NC(=O)C(CC(=O)O)NC(=O)[C@@H]1CCCNc2c(I)cc([N+](=O)[O-])cc2C(=O)N[C@@H](CO)C(=O)N[C@@H](Cc2ccc(O)cc2)C(=O)N1 (stereo partly specified) | -1 | 0 | -9
O=C(OC(C(=O)NCC1CCCO1)c1ccccc1F)c1ccco1 (stereo unspecified) | 4 | -5 | -6
COC(=O)COc1nc(C)c(Br)c(OC)n1 | -13 | -8 | -7

(next part)
SMILES | RAD54 inh | esBAF inh | ARNT TACC3 PPI
CC(=O)c1cccc(NC(=O)CN(c2ccc(C)cc2)S(=O)(=O)c2cccc3nonc23)c1 | -12 | 8 | -1
CC(C)c1ccc(N(C(=O)c2csnn2)C(C(=O)NC(C)(C)C)c2ccncc2)cc1 (stereo unspecified) | 8 | 58* | 2
O=c1c2ccccc2nc(SCc2cn3ccsc3n2)n1-c1ccccc1F | -8 | 6 | -4
O=C(CN(C1CC1)S(=O)(=O)c1ccc(S(=O)(=O)N2CCCCCC2)cc1)Nc1ccccc1 | -8 | 2 | -1
Cc1cc(OCCOc2cccc3cccnc23)c(C)cc1Cl | 17 | -7 | -2
N#CC1(C#N)COC23CCCCC2C1(C#N)C(=N)O3 (stereo unspecified) | -19 | -1 | 1
Cc1nc2ccc(NS(=O)(=O)c3c(C)c(C)cc(C)c3C)cc2s1 | 1 | 5 | 5
COC(=O)c1ccc(NC(=O)N2CCC(O)(c3cccnc3)CC2)cc1 | -3 | -5 | 0
Cc1cccc2c1N(CCCOc1ccc(C(C)(C)C)cc1)C(=O)C2=O | 7 | 6 | -3
CN(C)c1ccnc(N(Cc2ccccc2)Cc2ccccc2)c1C#N | -5 | 74* | 1
CCOC(=O)N1CCN(C(=O)c2cc(S(=O)(=O)N3CCCC3)cn2C)CC1 | -15 | 4 | -5
CC(C)CN(CC(C)C)C(=O)C12CCC(C)(C(=O)C1)C2(C)C (stereo unspecified) | -25 | 1 | -11
Cc1cc(C(=O)CN(Cc2ccc(F)cc2)S(=O)(=O)c2ccc3c(c2)OCCO3)c(C)n1C | -8 | 1 | 6
COc1ccc(NC(=O)C2CCN(C(=O)NCc3ccccc3)CC2)cc1 | -9 | 6 | -2
Cc1nn(-c2ncc(C(F)(F)F)cc2Cl)c(=O)n1-c1ccccc1 | 11 | -5 | 6
Cc1cc(C)nc(Nc2n[nH]c(-c3cccc4ccccc34)n2)n1 | -3 | 35 | -24
CCCOC(=S)NC(=O)c1sc2ccccc2c1Cl | 3 | 5 | 1
Cc1cccc(C)c1N1CC(=O)N(c2c(C)cccc2C)CC1=O | -3 | -7 | 3
COc1ccc(C2(C(=O)N3CCC(n4nc(-c5ccccc5)oc4=O)CC3)CC2)cc1 | -4 | -4 | 1
O=C(NCc1ccc2c(c1)OCO2)c1cccc(C(=O)NCc2ccc3c(c2)OCO3)c1 | -4 | -4 | -6
C/C(=N\NC(=O)C(NC(=O)c1ccccc1)C(C)C)c1ccccc1 (stereo unspecified) | 8 | -8 | -4
COC(=O)CN(C#N)c1nc(OC)nc(N(C)C)n1 | 3 | -11 | 7
COc1ccccc1C1CCN(Cc2cccc(C(=O)N3CCC(O)CC3)c2)CC1 | 0 | 8 | -5
c1ccc(-c2ccccc2-c2nc(-c3cccnc3)no2)cc1 | -4 | -2 | -8
Cc1cc(O)c(C=O)c2c1C(=O)Oc1c(CO)c(O)c3c(c1O2)C(O)OC3=O (stereo unspecified) | 26 | -7 | 4
Cc1cc(SCC(=O)c2cccc([N+](=O)[O-])c2)nc(=O)[nH]1 | 1 | 35 | 8
COc1ccc(C(=O)C(C)N(C(=O)c2ccc(Cl)cc2Cl)N2C(=O)C3C4C=CC(C4)C3C2=O)cc1 (stereo unspecified) | -3 | -5 | 4
Oc1ccccc1/C=N/n1c(-c2cccs2)n[nH]c1=S | -11 | -15 | -6
CSc1nnc(Nc2ccccc2C)s1 | 2 | 19 | -2

3 entries from above, arranged by the value under ARNT TACC3 PPI, lowest first:
SMILES,esBAF inh,ARNT TACC3 PPI
O=C(NCc1ccc2c(c1)OCO2)c1cccc(C(=O)NCc2ccc3c(c2)OCO3)c1,-4,-6
COc1ccccc1C1CCN(Cc2cccc(C(=O)N3CCC(O)CC3)c2)CC1,8,-5
Cc1cccc(C)c1N1CC(=O)N(c2c(C)cccc2C)CC1=O,-7,3

This is a subset (hit frequency here may not be typical).
